Assay outcomes: PubChem BioAssay, National Center for Advancing Translational Sciences (NCATS)
Eya2 inh = inhibitors of human Eya2 phosphatase activity | Potency, µM (top dose mostly 76.9 µM), inactives show top-dose activity, negative = inhibition, most hits filed as inhibitors | O00167 | hit rate 0.006% among 330,000 | recombinant Eya2, OMFP fluorescence dephosphorylation (OMFP is methylfluorescein phosphate); further: potency means the concentration at half of the fitted maximal effect; on the % scale 0 is the no-effect control and ±100 the full control effect
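Eya2 protein (added as 0.2 uM solution) was preincubated with compound for 10 min at ambient temperature in 50 mM HEPES pH 7.5, 50 mM NaCl, 5 uM MgCl2, 0.05% BSA, 1 mM DTT. OMFP (added at 50 uM) then reacted 10 min; fluorescence read at 485/525 nm.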
uPA generation = inhibitors of cell surface uPA generation; Potency, µM (highest dose often 38.3 µM), without a hit: at the top dose activity change, negative = inhibition, usual class: inhibitors; hit rate 0.31% among 330,000; AID 540303; cell surface uPA generation assay, qHTS; active means well fitted inhibition curve with a large enough effect; inconclusive means small, poorly fitted or top-dose-only effect; inactive means no such curve, though single readings can be large or run the other way; tested in mouse RAW 264.7 cells; further: potency means the concentration at half of the fitted maximal effect; on the % scale 0 is the no-effect control and ±100 the full control effect; nearly all actives have a fitted effect of over 55% in size
B2AR arrestin = recruits beta-arrestin to the human beta2-adrenergic receptor. beta-arrestin recruitment to beta2AR, cell-based reporter. Potency, µM (series often up to 46.1 µM), inactives show top-dose activation, actives largely listed as activators. hit rate 0.02% among 330,000;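 further: potency means the concentration at half of the fitted maximal effect; 0% = DMSO controls and full agonism = EC100 isoproterenol or metaproterenol; nearly all actives have a fitted effect of over 65% in size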
TSG101-PTAP inh = blocks PTAP/TSG101 interaction to inhibit HIV-1 budding; Potency, µM (highest dose often 115 µM), for inactives: at the highest dose activity change, negative = inhibition, usual class: inhibitors; Q99816; Fluorescence polarization, FITC-PTAP peptide / Tsg101 binding; 340,000 tested, under 10 active; active means well fitted inhibition curve with a large enough effect in the main read-out, with a control signal flat, not every such curve was filed as active; inconclusive means small, poorly fitted or top-dose-only effect, or effect the other way, or a change in a side signal; inactive means no such curve, though single readings can be large or run the other way; further: potency means the concentration at half of the fitted maximal effect; % of control where 0% means no effect
Target sequence (Q99816 whole entry, looked up): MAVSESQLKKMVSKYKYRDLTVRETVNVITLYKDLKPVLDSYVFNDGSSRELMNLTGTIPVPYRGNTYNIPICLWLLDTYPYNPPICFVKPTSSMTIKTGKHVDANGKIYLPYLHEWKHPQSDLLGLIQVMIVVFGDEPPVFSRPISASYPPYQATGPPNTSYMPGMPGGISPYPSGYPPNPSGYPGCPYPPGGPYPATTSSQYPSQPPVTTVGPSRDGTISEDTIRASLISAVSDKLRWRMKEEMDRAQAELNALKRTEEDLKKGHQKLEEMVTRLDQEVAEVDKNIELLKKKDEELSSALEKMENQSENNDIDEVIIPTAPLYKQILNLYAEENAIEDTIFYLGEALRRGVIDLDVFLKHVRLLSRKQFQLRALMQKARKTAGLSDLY
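Steps: Tsg101 binding domain dispensed (10 uM final), compounds pinned in DMSO, FITC-labeled PTAP-motif peptide added (50 nM final); after 20 min binding at room temperature, polarization measured.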
BRCA1 expr act = increases BRCA1 expression; MCF7-BRCA1-FFLuc reporter, luminescence, 48 h; response scale: scaled: vehicle 0%, 10 µM genistein 100%; hit rate 1.1% among 380,000; Potency, µM (top dose mostly 46.1 µM), without a hit: top-dose activation, hits mostly activators; further: potency means the concentration at half of the fitted maximal effect; nearly all actives have a fitted effect of over 80% in size; some results filed as inactive show a strong effect at the top dose
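Luminescence from a BRCA1-driven firefly luciferase in MCF7 cells was read after 48 h compound exposure at 37 C. Data normalized against DMSO and a 10microM genistein activation control, then curve-fitted across the titration.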
TRPV1 agonist = activates the human vanilloid receptor TRPV1 | Q8NER1 | TRPV1-expressing cells, Fluo-8 calcium influx, agonist mode | activation, % at 8.33 µM | hit rate 0.19% among 320,000 | AID 540275; in the data active means activation above about 80%; inconclusive means between about 30% and that limit; further: 0% is about no effect
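Cells expressing TRPV1 were dye-loaded with Fluo-8 and read kinetically: 10 s baseline, 3 min after compound (agonist portion), then 2 min after EC20 capsaicin (allosteric enhancer portion). Calcium-bound dye fluorescence at 480/520 nm.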
Integrin act MD = integrin-mediated muscular dystrophy alleviation activation; alpha7betagal myoblasts, beta-gal FDG fluorescence, 48 h; Potency, µM (top dose mostly 38.3 µM), for inactives: at the top dose activation, hits mostly activators; hit rate 0.064% among 350,000;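 further: potency means the concentration at half of the fitted maximal effect; 100% = response of the positive control SU9516; nearly all actives have a fitted effect of over 60% in size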
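alpha7betagal+/- myoblasts (passage 13, 250/well) treated 48 h at 37C with compounds at 1:260 dilution of DMSO stock. Lysed, then beta-galactosidase activity read as FDG fluorescence (ex 480/em 540) after 30 min, with pre-read for autofluorescence.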
p53 reactivator = re-activators of mutant p53. H1299 p53-A138V BP100-luciferase reporter, luminescence, 24 h. AID 504706. Potency, µM (series often up to 92.2 µM), inactives show at the highest dose activity change, positive = activation, usual class: activators. hit rate 0.063% among 320,000; further: potency means the concentration at half of the fitted maximal effect; % of control where 0% means no effect; nearly all actives have a fitted effect of over 45% in size
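p53-null H1299 cells stably carrying temperature-sensitive p53-A138V and a BP100-luciferase reporter were pinned with compounds (4-point, 1:5 series) and held 24 hrs at 37 deg C. Luminescence was read 10 min after detection reagent.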
ELG1 genotoxic = genotoxicity induction in ELG1-luciferase HEK293T cells. HEK293T ELG1-luciferase reporter, luminescence, 16 h. Potency, µM (doses to about 46 µM), without a hit: top-dose activity change, positive = activation, actives largely listed as activators. hit rate 1.3% among 330,000. AID 504466; further: potency means the concentration at half of the fitted maximal effect; % of control where 0% means no effect; nearly all actives have a fitted effect of over 60% in size
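DMSO vehicle served as control against compound-treated ELG1-luciferase HEK293T cells; exposure lasted 16 hr at 37 °C and 5% CO2, followed by ONE-Glo luminescence detection after 30 min.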
S-ASM inh = human S-ASM enzyme inhibition; P17405; placental ASM, HMU-PC fluorogenic substrate, 60 min; Potency, µM (highest dose often 57.5 µM), without a hit: top-dose activity change, negative = inhibition, actives largely listed as inhibitors; hit rate 0.006% among 340,000; further: potency means the concentration at half of the fitted maximal effect
Target sequence (P17405 47-631 limits assumed): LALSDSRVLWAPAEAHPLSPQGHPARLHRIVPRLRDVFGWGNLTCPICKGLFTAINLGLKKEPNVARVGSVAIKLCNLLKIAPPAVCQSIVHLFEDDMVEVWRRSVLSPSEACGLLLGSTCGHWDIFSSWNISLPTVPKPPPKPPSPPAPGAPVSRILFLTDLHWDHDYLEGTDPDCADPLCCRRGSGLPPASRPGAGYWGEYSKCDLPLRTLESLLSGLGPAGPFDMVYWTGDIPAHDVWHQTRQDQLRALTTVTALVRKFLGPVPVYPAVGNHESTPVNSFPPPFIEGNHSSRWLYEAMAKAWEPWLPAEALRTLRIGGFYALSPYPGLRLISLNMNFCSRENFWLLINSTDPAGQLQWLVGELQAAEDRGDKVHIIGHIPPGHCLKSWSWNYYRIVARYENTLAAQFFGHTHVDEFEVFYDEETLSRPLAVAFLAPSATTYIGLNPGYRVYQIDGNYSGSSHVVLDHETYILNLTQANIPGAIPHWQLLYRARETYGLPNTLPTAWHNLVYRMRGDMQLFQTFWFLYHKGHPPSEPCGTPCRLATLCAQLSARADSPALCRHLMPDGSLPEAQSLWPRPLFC
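Steps: dispense placental human ASM, pin compound, wait 10 min at room temperature, add HMU-PC0 substrate at 9 uM final, incubate 60 min at 37 °C, add stop solution raising pH to 10, read fluorescence.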
USP2a inh = USP2a (human) protease inhibition; O75604; USP2 core, Ub-CHOP2 coupled fluorogenic reporter, 485/531; Potency, µM (top dose mostly 38.3 µM), for inactives: at the top dose activity change, negative = inhibition, actives largely listed as inhibitors; hit rate 0.01% among 330,000;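 further: potency means the concentration at half of the fitted maximal effect; plate controls were DMSO wells for no effect and full inhibition by NEM control for full effect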
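Cell-free coupled assay: 10nM USP2 core preincubated 30min RT with compound in Tris-HCl pH 8.0/CaCl2/CHAPS buffer, then 25nM Ub-CHOP2 and 25nM reporter substrate; fluorescence (Ex 485/Em 531) read after 60min RT, normalized to NEM inhibition, concentration-response curves fitted.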
Starred values were filed as active, the others as inactive; u = inconclusive; x = not tested or not shown; [ ] = dose if it differs, or a comment. Unless noted, the call rests on the fitted dose curve; in most records, active means well fitted curve in the direction sought with a large enough effect; inconclusive means small, poorly fitted or top-dose-only effect, or another doubt; inactive means no such curve, though single readings can be large; an effect the other way counts as inactive or inconclusive.

SMILES	Eya2 inh	uPA generation	B2AR arrestin	TSG101-PTAP inh	BRCA1 expr act	TRPV1 agonist	Integrin act MD	p53 reactivator	ELG1 genotoxic	S-ASM inh	USP2a inh
C[n+]1c2n(c3ccccc31)N=C(c1cc(C(C)(C)C)c(O)c(C(C)(C)C)c1)CS2	-15%	-22%	-0.2%	3%	-85%	2	-67%[inhibitor]	-9%	-10%	-27%	0%
O=C(Nc1ccc(Cl)cc1)C1c2cccc[n+]2CC(=O)N1Cc1ccc2c(c1)OCO2 (stereo not drawn)	-11%	-14%	0.3%	-4%	-37%	1	-52%[inhibitor]	-1%	4%	0%	4%
CCOc1ccc(-c2ccc(SCC(=O)N3CCOCC3)nn2)cc1	9%	-12%	0.2%	-5%	73%	10	8%	-8%	-8%	-3%	0%
Cc1nc(SCC(=O)Nc2ccc3c(c2)OCCO3)c2oc3ccccc3c2n1	-5%	x	-0.7%	-8%	0%	7	21%[7.66 µM]	-3%	0%	-1%	0%
Nc1ccc2nc(Cc3ccccc3)[nH]c2c1	-8%	0%	1.4%	-4%	4%	-1	-31%	12%	2%	4%	5%
COc1ccc(N2CCN(C(=O)c3ccc4ccccc4n3)CC2)cc1	1%	-5%	0.0%	1%	0%	3	-4%	-1%	0%	0%	0%
Nn1c(-c2ccccc2)nc2ccccc2c1=O	-8%	5%	-0.1%	0%	-3%	2	2%	3%	-1%	1%	-1%
COCCN(C(=O)Cc1cccs1)C(C(=O)NCc1ccc(OC)cc1)c1ccccc1 (stereo not drawn)	11%	2%	-0.2%	-10%	-2%	12	2%	4%	-3%	-1%	2%
CCOc1ccc(C2/C(=C(\O)c3ccc4c(c3)OCCO4)C(=O)C(=O)N2CCN2CCOCC2)cc1OC (stereo not drawn)	3%	6%	-0.8%	1%	24%	-4	-4%	0%	9%	-2%	3%
CC(=O)Nc1ccc(S(=O)(=O)NCCSCc2c(Cl)cccc2Cl)cc1	16%	x	-0.5%	-9%	-52%	-2	-28%	-4%	-8%	-10%	4%
Cc1ccc(NS(=O)(=O)c2c(C(=O)N3CCCCCC3)c(C)n(C)c2C)cc1C	-4%	0%	0.4%	1%	-11%	2	-24%	-5%	0%	3%	0%
CCC(c1nnnn1C(C)(C)C)N1CCN(C(=O)c2ccco2)CC1 (stereo not drawn)	-1%	-3%	0.1%	2%	-8%	0	8%	6%	4%	-1%	0%
CN(C(=O)CSc1nc2c(c(=O)[nH]1)CCC2)c1ccccc1	-8%	10%	0.3%	-6%	-10%	-5	-5%	1%	6%	4%	2%
O=C(Nc1ccc(Cl)c(Cl)c1)Nc1ccccc1NS(=O)(=O)c1cccs1	1%	3%	-0.5%	-2%	-4%	-2	-4%	12%	-3%	-9%	0%
CCOC(=O)Nc1nc2ccc(Cn3cccc3)cc2[nH]1	x	-8%	x	-2%	-51%	x	-33%	x	x	3%	x
COc1ccc2c(c1OC)C(=O)OC2CC(=O)c1ccc(N(C)C)cc1 (stereo not drawn)	0%	-3%	-0.5%	-1%	-2%	0	0%	0%	0%	-2%	0%
Brc1cc2c(cc1/C=N/Nc1nc(N3CCCCC3)nc(N3CCCCC3)n1)OCO2	-4%	x	-0.1%	x	x	10	x	5%	10%	x	-4%
O=C(CSc1nnc(-c2ccco2)o1)NC(=O)Cc1ccccc1	-27%	7%	-0.5%	-3%	0%	-2	-9%	4%	-1%	4%	0%
O=C1NC(=O)C(Cc2ccccc2)(c2ccccc2)N1 (stereo not drawn)	x	3%	x	-7%	-12%	x	2%	x	x	1%	x
CCOC(=O)c1c(C)nc2ccccc2c1-c1ccccc1	-11%	-2%	6.0%	-3%	-37%	-2	-6%	-3%	-10%	-2%	-5%
Cn1c(=O)c2c(ncn2CC(=O)N2CCN(S(=O)(=O)c3ccc(F)cc3)CC2)n(C)c1=O	4%	-2%	0.3%	-1%	-2%	0	-17%	5%	3%	4%	1%
Cc1cc(F)ccc1NC(=O)C(C)n1c2ccccc2c2nc(=O)cc(C)n21 (stereo not drawn)	3%	7%	3.0%	1%	3%	-1	41%	-4%	0%	0%	-1%
CCOC(=O)N1CCN(CC(O)COc2ccccc2C(C)C)CC1 (stereo not drawn)	10%	7%	-0.5%	-2%	-15%	4	12%	-8%	-1%	1%	1%
COC(=O)c1cc(S(=O)(=O)N(C)C2CCCCC2)oc1C	-2%	0%	0.3%	-3%	-4%	16	-20%	-3%	0%	0%	2%
CC1CCN(CCNC(=O)C2CCN(S(=O)(=O)c3cccc4nsnc34)CC2)CC1	-7%	-7%	-0.9%	-7%	15%	-6	11%	2%	5%	2%	0%
C/C(CC(=O)Nc1cccc(Cl)c1C)=N\NC(=O)C(=O)NCC(C)C	4%	-7%	-1.4%	0%	-4%	-3	14%	-9%	0%	2%	3%
Nc1ncnc2c1ncn2[C@H]1CC[C@@H](CO)O1	4%	6%	-0.7%	2%	12%	1	x	-9%	0%	2%	-1%
O=C(CCc1ccccc1)Nc1nc2nc(-c3ccccc3)cc(=O)n2[nH]1	10%	-1%	-0.1%	0%	-3%	-1	12%	-1%	0%	-4%	0%
Cc1cc(C)c2c(N)c(C(=O)N/N=C/c3ccccc3)sc2n1	-3%	7%	-0.4%	-3%	u	2	-15%	26%	u	x	-1%
CC1CCCN(c2nc3c(c(=O)[nH]c(=O)n3C)n2Cc2ccccc2Cl)C1 (stereo not drawn)	2%	-5%	-0.2%	-3%	-21%	-3	-11%	3%	20%	8%	1%
CCN(CC)C(=O)CSc1nc(N)c(-c2ccccc2)c(=O)[nH]1	-8%	0%	-0.2%	0%	0%	0	6%	-3%	0%	4%	1%
Cc1nnc(NC(=O)CSc2ccc3nnc(-c4ccccn4)n3n2)s1	-8%	7%	0.0%	3%	-4%	-1	-17%	1%	3%	4%	3%
O=C(c1cn(-c2ccccc2)nc1-c1cccnc1)N1CCN(S(=O)(=O)c2cccc(F)c2)CC1	1%	3%	0.1%	-6%	-14%	3	19%	11%	-1%	-12%	0%
O=C(C1CCCCN1S(=O)(=O)c1ccccc1[N+](=O)[O-])N1CCCC1 (stereo not drawn)	-9%	x	0.3%	0%	-7%	1	-78%[inhibitor]	0%	2%	-1%	0%
CN/C=C1\C(=O)C(C)(C)Oc2ccc3ccc(=O)oc3c21	8%	-9%	-0.1%	0%	-21%	-2	3%	-11%	-5%	-1%	3%
Cc1cc(OCc2cccc(S(=O)(=O)N3CCOCC3)c2)ccc1Cl	-14%	3%	0.2%	-13%	-3%	u	1%	-5%	-1%	-5%	-5%

An excerpt of these results, with two lines to a compound:
Fields – Eya2 inh, uPA generation, B2AR arrestin, TSG101-PTAP inh, BRCA1 expr act, TRPV1 agonist, Integrin act MD, p53 reactivator, ELG1 genotoxic, S-ASM inh, USP2a inh
> Cn1c(=O)c2c(ncn2CC(=O)N2CCN(S(=O)(=O)c3ccc(F)cc3)CC2)n(C)c1=O
    4%, -2%, 0.3%, -1%, -2%, 0, -17%, 5%, 3%, 4%, 1%
> Cc1cc(F)ccc1NC(=O)C(C)n1c2ccccc2c2nc(=O)cc(C)n21 (stereo not drawn)
    3%, 7%, 3.0%, 1%, 3%, -1, 41%, -4%, 0%, 0%, -1%
> CCOC(=O)N1CCN(CC(O)COc2ccccc2C(C)C)CC1 (stereo not drawn)
    10%, 7%, -0.5%, -2%, -15%, 4, 12%, -8%, -1%, 1%, 1%
> COC(=O)c1cc(S(=O)(=O)N(C)C2CCCCC2)oc1C
    -2%, 0%, 0.3%, -3%, -4%, 16, -20%, -3%, 0%, 0%, 2%
> CC1CCN(CCNC(=O)C2CCN(S(=O)(=O)c3cccc4nsnc34)CC2)CC1
    -7%, -7%, -0.9%, -7%, 15%, -6, 11%, 2%, 5%, 2%, 0%
